G6PDH counter: counter-screen for G6PDH assay hits: L. mesenteroides G6PDH inhibition. Purified L. mesenteroides G6PDH, diaphorase/resazurin coupled fluorescence, 45 min. inhibition, % at 5 µM. 200,000 tested, 0.12% active. AID 1020; in the data active means inhibition above about 50%
PMI act hi M6P: PMI (human) activation, high substrate | 190,000 tested, 0.34% active | P34949 | activation factor at 20 µM | coupled PMI enzyme assay, resazurin fluorescence, 20 min; hits give high values; 1 = untreated enzyme, 0 = substrate-free blank;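 active means activation factor of 2 or more at 20 µM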
Target sequence (P34949 whole entry, looked up): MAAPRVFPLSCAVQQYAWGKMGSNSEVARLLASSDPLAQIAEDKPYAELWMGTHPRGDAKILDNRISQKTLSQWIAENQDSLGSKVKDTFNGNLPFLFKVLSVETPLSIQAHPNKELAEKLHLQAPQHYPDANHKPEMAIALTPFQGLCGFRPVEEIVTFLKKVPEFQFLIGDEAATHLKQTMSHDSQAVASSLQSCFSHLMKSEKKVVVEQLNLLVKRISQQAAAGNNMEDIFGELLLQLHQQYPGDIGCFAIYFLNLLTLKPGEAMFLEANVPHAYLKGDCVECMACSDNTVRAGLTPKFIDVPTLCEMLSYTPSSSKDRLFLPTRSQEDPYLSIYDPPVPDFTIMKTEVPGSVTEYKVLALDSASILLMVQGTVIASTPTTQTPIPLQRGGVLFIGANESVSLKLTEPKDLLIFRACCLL
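Test system: human phosphomannose isomerase with PGI, G6PDH, diaphorase coupling enzymes / Doses: 20 µM compound, 1% DMSO / Times: enzyme reaction with compound 20 min at room temperature / Measured by: Diaphorase-driven resazurin-to-resorufin fluorescence, excitation 544, emission 590 nm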
PPARg SRC2 recr: agonists of SRC-2 recruitment by human PPARgamma; P37231; PPARgamma LBD-SRC-2 recruitment, biochemical; activation, % at 8 µM; 200,000 tested, 0.34% active; AID 1032; in the data active means activation above about 22%;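 further: 0% = vehicle and 100% = reference agonist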
PPARg SRC-1 ag: promotes SRC-1 coactivator recruitment by human PPARgamma; PPARgamma-SRC-1 coactivator recruitment biochemical assay; activation, % at 8 µM; 200,000 tested, 0.41% active; AID 631; in the data active means activation above about 19%;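 further: 0% = DMSO and 100% = reference agonist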
Diaph inh CS: diaphorase inhibition or chemical oxidation counter-screen; diaphorase resazurin-to-resorufin fluorescence, NADH, 16 min; bacterial (C. kluyveri) enzyme, not human; inhibition, % at 20 µM; 190,000 tested, 0.69% active; AID 1217;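 active means primary screen inhibition at 20 µM above a set limit, cut at about 50% in these data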;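 further: plate controls were DMSO with full reaction for no effect and wells lacking NADH for full effect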
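Test system: Clostridium kluyveri diaphorase enzyme / Quantity: diaphorase at 0.14 U/mL in enzyme working solution / Incubation: 16-min room-temperature incubation before reading / Benchmarks: NADH-free wells as positive control, DMSO-only neutral wells / Signal: resorufin fluorescence 544/590 nm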
ROMK mod: modulates human ROMK potassium channel activity; P48048; Tet-inducible ROMK, thallium flux fluorescence; actives lie on both sides; B-score at 10 µM; 130,000 tested, 2% active;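 active means signal ratio slope over the read window, or its plate-corrected B-score, at least 3 SD from the plate mean, either direction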;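 further: B-score of the F/F0 ratio slope over 7 to 12 s after thallium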
S1P3 antag: S1P3 (human) receptor antagonism | CHO S1P3 NFAT-BLA reporter, FRET fluorescence, antagonist mode | 170,000 tested, 0.27% active | Q99500 | inhibition, % at 4.98 µM;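 active means inhibition above the plate cutoff, the mean inhibition of test wells on that plate plus 3 SD, cut at about 28% in these data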;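 further: cells challenged with S1P at its EC80 of 0.8 µM; blue over green emission ratio from cleaved BLA substrate after 4 h stimulation; 0% = S1P-stimulated wells and 100% = unstimulated DMSO-only wells; some compounds past the cut are filed as inactive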
Target sequence (Q99500 whole entry, looked up): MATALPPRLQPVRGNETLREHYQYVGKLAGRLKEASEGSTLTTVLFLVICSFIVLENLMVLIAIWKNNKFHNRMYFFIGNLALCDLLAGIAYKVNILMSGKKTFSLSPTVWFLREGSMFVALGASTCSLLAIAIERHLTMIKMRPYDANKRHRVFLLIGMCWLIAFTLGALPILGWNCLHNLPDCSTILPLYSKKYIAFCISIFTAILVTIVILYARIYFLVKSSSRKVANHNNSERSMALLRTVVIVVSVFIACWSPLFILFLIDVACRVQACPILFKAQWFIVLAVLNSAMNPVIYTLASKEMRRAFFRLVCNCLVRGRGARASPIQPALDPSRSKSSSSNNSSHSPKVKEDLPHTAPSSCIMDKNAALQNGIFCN
Diaph act CS: activates diaphorase or chemically reduces, flagging diaphorase assay artifacts | Diaphorase/resazurin coupled assay, resorufin fluorescence, 16 min; hits give high values; 1 = vehicle wells, 0 = NADH-free wells | activation factor at 20 µM | 190,000 tested, 0.005% active;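 active means diaphorase activity raised at least twofold by the compound at 20 µM; inactive means activation factor below 2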
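Assay system: Purified diaphorase enzyme from Clostridium kluyveri | Amount: Enzyme 0.07 U/mL final | Dosing: Compound 20 µM once, DMSO 1% | Timing: 16 min reaction at room temperature | Detection: Fluorescence, excitation 544 nm and emission 590 nm | Evaluation: Higher resorufin formation from activation or reduction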
PMI activator: increases human mannose-6-phosphate isomerase activity | P34949 | 190,000 tested, 0.005% active | purified human PMI, coupled resazurin fluorescence, 20 min; hits give high values; 1 = vehicle control, 0 substrate-free wells | activation factor at 20 µM;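 active means activation factor of 2 or more at 20 µM, relative to plate controls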
SRC2 TRFRET art: flags TR-FRET format artefacts in PPARgamma SRC-2 recruitment agonist screen. TR-FRET ratio at 8 µM. TR-FRET artefact counter-screen; hits give high values. AID 1049. 200,000 tested, 0.4% active; in the data active means TR-FRET ratio above about 2000; further: inactives centre near 1500
PPARg SRC-3 ag: promotes SRC-3 coactivator recruitment by human PPARgamma. 200,000 tested, 0.26% active. activation, % at 8 µM. biochemical PPARgamma/SRC-3 coactivator recruitment assay. AID 731. P37231; in the data active means activation above about 23%;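 further: 0% = DMSO and 100% = reference agonist; some compounds past the cut are filed as inactive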
The depositor's hits bear a star; . = not tested or not shown.

Molecule	G6PDH counter	PMI act hi M6P	PPARg SRC2 recr	PPARg SRC-1 ag	Diaph inh CS	ROMK mod	S1P3 antag	Diaph act CS	PMI activator	SRC2 TRFRET art	PPARg SRC-3 ag
CC(C)C(=O)N(c1ccc2oc(=O)sc2c1)S(=O)(=O)c1ccccc1	2	0.9	6	8	17	1.1	.	0.8	0.9	1649	16
COC(=O)c1ccc(OC(=O)CS(=O)c2ccccc2[N+](=O)[O-])cc1 (centres undefined)	11	1	4	1	11	-0.68	2	0.9	0.9	1650	2
O=C(NCCc1c[nH]c2ccccc12)/C(=C/c1ccco1)NC(=O)c1ccco1	12	0.9	4	-7	14	2.3*	-15	0.9	0.9	1697	9
COc1cc([N+](=O)[O-])ccc1NC(=O)CN1CCN(C(=O)c2ccco2)CC1	7	1	-1	7	0	-1.3	-12	1	1	1751	7
O=C(/C=C/c1cccc([N+](=O)[O-])c1)NCc1cccnc1	6	1	0	3	10	.	.	0.9	1	1701	4
COc1ccc(/C=N/NC(=O)c2sc(C)nc2C)cc1	2	0.9	-4	-3	2	0.79	1	1	0.9	1374	4
CCCCCc1c(O)nc(SCCN2CCOCC2)[nH]c1=O	3	.	-4	-1	.	1.1	0	.	.	1585	-2
Cc1cc(C(=O)O)ccc1N/C=C1\CCCC(C)C1=O (centres undefined)	3	1	-2	-4	17	-0.74	.	0.8	0.9	1466	6
O=C(C1CCCN(S(=O)(=O)c2cccs2)C1)N1CCN(C2CCCCC2)CC1 (centres undefined)	19	0.9	9	3	8	.	-1	0.9	0.9	1562	6
O=C(O)CCc1ccc(-c2cccs2)n1CC(=O)Nc1ccccc1C(F)(F)F	1	0.6	2	3	14	-0.043	-5	0.9	1	1546	-2
O=[N+]([O-])c1ccc(N2CCN(S(=O)(=O)c3ccc(Cl)cc3)CC2)cc1NCC1CCCO1 (centres undefined)	4	1.5	-2	-5	9	.	.	0.9	0.9	1397	-7
O=C(NCC(=O)N(c1cccnc1)C(C(=O)NC1CCCC1)c1ccco1)c1cccs1 (centres undefined)	9	0.9	3	2	8	1.3	5	0.9	0.9	1498	-2
COc1cc(-c2nnc(Sc3ccc(C(F)(F)F)cc3[N+](=O)[O-])o2)cc(OC)c1OC	7	1	10	0	0	-0.15	.	1	0.9	1627	-1
CN(C)S(=O)(=O)Oc1ccsc1C(=O)Nc1ccc(Br)cc1	-4	1	2	5	12	-1.1	4	0.9	0.9	1772	4
CCc1ccc(NC(=O)C2CCN(S(C)(=O)=O)CC2)cc1	12	0.9	4	-3	7	.	-1	0.9	0.9	1566	3
CCN1C(=O)N(C)C(N(O)C(=O)NC)C1(C)C (centres undefined)	4	1	-1	11	8	.	-7	0.9	1	1586	9
NC(=S)N/N=C1\CC(n2nnnc2-c2ccccc2Cl)C2COC1O2 (centres undefined)	0	1	-1	-2	16	0.025	5	0.8	0.9	1427	0
C=C(C)CN(CC)C(=O)CC1C(=O)NCCN1C (centres undefined)	0	1	1	-4	13	0.48	-10	0.9	1	1504	-5
Cc1cc(N2CCN(c3ccccc3)CC2)n2nnnc2n1	-2	1	4	-2	3	.	-25	1	1	1641	-1
Clc1ccc(C2=Nc3cc(Cl)ccc3OC2)cc1	4	1	1	8	1	0.23	-12	1	0.9	1606	2
CC(=O)Nc1cc(OC(=O)c2ccco2)cc(OC(=O)c2ccco2)c1	10	0.9	3	-3	11	-0.31	.	0.9	0.9	1483	-1
O=C(COc1ccc2c(c1)CCC2)NCc1ccccc1	14	0.9	12	8	4	.	6	1	1	1617	2
CCCc1cc(=O)n2[nH]c(-c3ccccc3)cc2n1	1	1	2	0	18	.	14	0.8	1	1681	-4
CCOc1ccc(OCCNC2CCCC2)cc1	4	1.1	5	-2	-6	0.075	.	1.1	1	1561	-7
Cc1nonc1C1CCCN1C(=O)c1cc(COc2ccc(F)cc2Cl)on1 (centres undefined)	1	0.9	6	1	19	-0.54	2	0.8	0.9	1587	1
COc1ccccc1C(=O)C1CCCN(Cc2cccc3nccnc23)C1 (centres undefined)	2	1	-5	1	21	-0.11	-9	0.8	1	1377	5
CCOc1cc2[nH]c(=O)n(CCCCCC(=O)NCc3ccco3)c(=O)c2cc1OCC	-1	1	-6	-4	12	1	.	0.9	0.9	1515	-1
O=C(CSc1cccc(C(F)(F)F)c1)NC(=O)c1ccccc1	7	1	7	6	-4	.	0	1	1	1606	-4
C/C(=N\NC(=O)c1cc(-c2cccnc2)nc2ccccc12)c1ccc(O)cc1O	-8	1	10	-4	20	-0.41	-14	0.8	0.9	1675	1
CC(=O)c1cccc(NC(=O)N2CCN(S(C)(=O)=O)CC2)c1	0	0.9	-7	-6	6	0.7	-7	0.9	0.9	1406	-13
COC(=O)c1cnn(-c2ccccc2)c1-n1cccc1C=O	11	0.9	-1	-4	3	-5.7*	9	1	0.9	1453	-4
c1ccc(-c2cc3ccccc3nc2N2CCCC2)cc1	14	1	1	2	12	.	.	0.9	0.9	1777	8
O=C(Nc1ccc(C(=O)NC2CCCCC2)cc1)c1cncc(Br)c1	18	1	6	6	5	.	-6	0.9	1.1	1480	1
CC1CCCN(c2c([N+](=O)[O-])cc(C(=O)O)cc2[N+](=O)[O-])C1 (centres undefined)	6	1.3	14	8	-11	.	10	1.1	1.3	1680	2
C=C(C)c1cccc(C(C)(C)NC(=O)NCCCn2ccnc2)c1	-5	1	1	4	13	.	-12	0.9	0.9	1691	-4
O=C(c1ccccc1)c1ccc(N2CCNCC2)cc1	0	0.9	9	0	4	.	0	1	0.9	1405	8
CC1(C)CC(=O)C(C(c2cccc([N+](=O)[O-])c2)C2C(=O)CC(C)(C)CC2=O)C(=O)C1	-1	1.1	5	5	1	-0.27	7	1	1.1	1317	2
O=C(CCSc1ccccc1)N1CCN(c2ccccc2F)CC1	18	0.6	2	5	17	-1.2	-4	0.8	0.8	1694	-1
CC1CN(C(=O)C(C)N2CCN(c3ccccc3Cl)CC2)CC(C)O1 (centres undefined)	2	1	8	8	4	-0.26	-13	1	1	1795	4
CC1(C)CC(=O)c2sc(NS(C)(=O)=O)nc2C1	7	1.2	7	-3	10	0.68	-25	0.9	1.1	1652	-7
C=CCSC1=C(C#N)C(c2ccccc2OC)CC(=O)N1 (centres undefined)	11	1	8	8	0	0.58	-18	1	1	1663	13
Cc1c([N+](=O)[O-])cc(S(=O)(=O)Nc2ccncc2)cc1[N+](=O)[O-]	0	0.9	-1	6	-27	-4.2*	-8	1.3	1	1737	-1
O=C(NC(=S)Nc1ccccc1N1CCCCC1)c1ccccc1	-2	0.9	0	4	18	-0.11	-9	0.8	0.8	1489	1
CCOC(=O)C1CCCN(C(=O)c2sc3nc(-c4ccccc4)cn3c2C)C1 (centres undefined)	8	1.1	9	7	11	.	6	0.9	1	1649	1
CSc1ccccc1NC(=O)CN(Cc1ccccc1)S(C)(=O)=O	22	1	-3	0	-2	.	-17	1	1	1435	-5
O=C(O)c1nn(-c2ccccc2)nc1-c1nn(-c2ccccc2)nc1C(=O)O	9	1	12	9	0	0.35	0	1	1	1821	-1
COc1ccc(/C=N/n2c(N)c(S(=O)(=O)c3cccs3)c3nc4ccccc4nc32)cc1OC	8	1	5	4	20	.	.	0.8	0.9	1498	9
Cc1ccc(CNC(=O)COC(=O)CCCOc2ccc(Cl)cc2Cl)cc1	9	0.9	-3	0	12	0.71	0	0.9	0.7	1489	-2
COCCNC(=S)NCCc1ccc(Cl)cc1Cl	-1	1	1	-1	13	0.041	-6	0.9	1	1656	3
COCCCNc1oc(-c2ccccc2F)nc1C#N	8	0.9	5	1	8	.	47	0.9	1	1646	-6

Part of the list above in order of heavy-atom count, ascending:
Molecule	G6PDH counter	PMI act hi M6P	PPARg SRC2 recr	PPARg SRC-1 ag	Diaph inh CS	ROMK mod	S1P3 antag	Diaph act CS	PMI activator	SRC2 TRFRET art	PPARg SRC-3 ag
C=CCSC1=C(C#N)C(c2ccccc2OC)CC(=O)N1 (centres undefined)	11	1	8	8	0	0.58	-18	1	1	1663	13
COC(=O)c1cnn(-c2ccccc2)c1-n1cccc1C=O	11	0.9	-1	-4	3	-5.7*	9	1	0.9	1453	-4
O=C(O)CCc1ccc(-c2cccs2)n1CC(=O)Nc1ccccc1C(F)(F)F	1	0.6	2	3	14	-0.043	-5	0.9	1	1546	-2

Carrying on:
Molecule	G6PDH counter	PMI act hi M6P	PPARg SRC2 recr	PPARg SRC-1 ag	Diaph inh CS	ROMK mod	S1P3 antag	Diaph act CS	PMI activator	SRC2 TRFRET art	PPARg SRC-3 ag
CC(=O)N1CCc2cc(C(=O)CN3CCN(C(=O)c4ccco4)CC3)ccc21	4	1.3	0	3	2	.	-20	1	1.3	1449	3
Cc1cccc(N2CN(Cc3cccnc3)CNC2=S)c1	12	1.1	0	3	5	0.92	-4	1	0.8	1513	-1
COc1ccc2[nH]c(=O)c(CN(C(C)=O)C3CCCCC3)cc2c1	7	1	-2	-2	7	0.47	-11	0.9	1.2	1511	8
c1ccc(CSc2nncn2-c2ccccn2)cc1	10	0.9	-13	-10	13	-0.28	-40	0.9	1	1558	-13
COc1ccccc1/C=N/NC(=S)Nc1cccnc1	7	1	-3	-3	8	-0.0011	-3	0.9	1	1392	1
CCn1c(C)nc2cc(C(=O)N/N=C/c3ccc(OC)cc3)ccc21	-2	1	-4	0	3	-0.012	-20	1	1	1544	1
C/C(N)=C(/C#N)C(=O)CSc1cc(C)c2ccccc2n1	0	1	3	3	10	0.93	-5	0.9	0.9	1481	-1
Cc1nn(C(C)C(=O)N2CCOCC2)c(C)c1[N+](=O)[O-] (centres undefined)	-8	1.1	-2	-5	0	.	2	1	1	1269	3
O=C(Nc1nc(-c2ccc3c(c2)Cc2ccccc2-3)cs1)c1ccccc1	9	1	-5	0	8	-0.17	-13	0.9	1	1507	-4
CN(NC(=O)CN1C(=O)c2ccccc2C1=O)C1=NS(=O)(=O)c2ccccc21	-1	1.1	12	15	-8	0.043	-15	1.1	1.1	1605	4
O=C(NCc1ccco1)C1CCC(CNS(=O)(=O)c2cccc3cccnc23)CC1 (centres undefined)	4	0.9	-13	5	21	.	-18	0.8	0.9	1515	0
COC(=O)CCC(=O)Nc1ccc(NC(C)=O)cc1	1	1	6	-9	9	.	-15	0.9	0.9	1507	-1

Screening data: PubChem BioAssay, several laboratories

Rows were taken by chance; any-hit rate near 3.3%.
